Source: PubChem BioAssay
VP16 counter – counter-screen for ROR gamma inhibitors: Gal4-VP16 reporter; Drosophila S2 Gal4-VP16 UAS-luciferase, luminescence, 20 h; Potency, µM (series often up to 53.6 µM), inactives show at the top dose activity, negative = inhibition, most hits filed as inhibitors; actives 3.5% (n = 310,000); AID 2546;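 also: Gal4-VP16 expression switched on by copper sulfate through the metallothionein promoter; potency is read from the fitted curve at half-maximal effect; % is scaled to controls: 0 for no effect and ±100 for the full control effect; nearly all actives have a fitted effect of over 50% in size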
ELG1 genotoxic – inducers of genotoxicity in HEK293T ELG1-luciferase cells; HEK293T ELG1-luciferase reporter, luminescence, 16 h; Potency, µM (titrated, usually from 46 µM), inactives show at the top dose activity change, positive = activation, hits mostly activators; actives 1.3% (n = 330,000); AID 504466; also: potency is read from the fitted curve at half-maximal effect; % of control where 0% means no effect; nearly all actives have a fitted effect of over 60% in size
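Step 1: seed 2,000 HEK293T ELG1-luciferase cells per well. Step 2: add compound or DMSO, incubate 16 hr at 37 °C. Step 3: ONE-Glo, 30 min at room temperature, read luminescence.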
Menin-MLL TR inh – inhibitors of human menin-MLL interaction, mutant MLL peptide; O00255; Menin + Texas Red MLL mutant peptide, fluorescence polarization; Potency, µM (doses to about 61.6 µM), for inactives: at the top dose FP activity change, negative = inhibition, usual class: inhibitors; actives 0.23% (n = 270,000); AID 1768; active = well fitted inhibition curve with a large enough effect in the polarisation, with a control signal flat, not every such curve was filed as active; inconclusive = small, poorly fitted or top-dose-only effect, or effect the other way, or a change in a side signal; inactive = no such curve, though single readings can be large or run the other way; the % refers to the polarisation; also: potency is read from the fitted curve at half-maximal effect; % of control where 0% means no effect; many of its hits are not listed in these tables
PKM2 activator – PKM2 (human) enzyme activation. Potency, µM (series often up to 57.5 µM), for the others: at the highest dose activation, usual class: activators. purified PKM2, Kinase-Glo ATP luminescence, activation; response scale: 0% is enzyme alone, no compound. actives 0.34% (n = 260,000); also: potency is read from the fitted curve at half-maximal effect; % is scaled to controls: 0 for no effect and ±100 for the full control effect; nearly all actives have a fitted effect of over 55% in size
Target sequence (P14618 whole entry, looked up): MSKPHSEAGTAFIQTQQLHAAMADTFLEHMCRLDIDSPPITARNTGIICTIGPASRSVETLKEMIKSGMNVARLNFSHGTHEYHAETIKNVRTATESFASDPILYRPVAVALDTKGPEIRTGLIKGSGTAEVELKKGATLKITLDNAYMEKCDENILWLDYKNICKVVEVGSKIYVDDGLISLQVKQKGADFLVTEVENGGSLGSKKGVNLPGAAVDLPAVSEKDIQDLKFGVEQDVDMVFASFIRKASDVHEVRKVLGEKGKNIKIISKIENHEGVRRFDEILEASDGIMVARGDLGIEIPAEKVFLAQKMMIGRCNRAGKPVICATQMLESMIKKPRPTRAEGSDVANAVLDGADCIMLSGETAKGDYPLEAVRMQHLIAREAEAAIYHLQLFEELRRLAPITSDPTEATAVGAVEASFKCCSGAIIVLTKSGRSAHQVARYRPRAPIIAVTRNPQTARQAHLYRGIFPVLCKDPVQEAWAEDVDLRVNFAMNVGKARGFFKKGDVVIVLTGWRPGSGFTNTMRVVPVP
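Kinase-Glo luminescence reports ATP generated from ADP (0.1 mM) and PEP (0.5 mM) by purified hPK-M2 after 1 h at room temperature, pH 7.2 imidazole buffer; intermediate enzyme activity allows detecting inhibitors and activators.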
NPC1 promoter act – activators of NPC1 promoter. Huh7 NPC1 promoter luciferase reporter, 24 h. Potency, µM (series often up to 9.22 µM), for inactives: at the top dose activation, most hits filed as activators. actives 2.4% (n = 320,000). AID 485313;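 also: potency is read from the fitted curve at half-maximal effect; % of control where 0% means no effect; nearly all actives have a fitted effect of over 60% in size; reporter is driven by a mutant NPC1 promoter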
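NPC1 promoter–luciferase Huh7 cells; 24 h compound; luminescence.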
RORg inh – blocks mouse ROR gamma transcriptional activity; Drosophila S2 Gal4-RORgamma UAS-luciferase reporter, 20 h; actives 5.4% (n = 310,000); AID 2551; Potency, µM (series often up to 53.6 µM), without a hit: top-dose activity change, negative = inhibition, actives largely listed as inhibitors; P51450; also: potency is read from the fitted curve at half-maximal effect; % is scaled to controls: 0 for no effect and ±100 for the full control effect; nearly all actives have a fitted effect of over 60% in size
Target sequence (P51450 whole entry, looked up, the tested form may be a part): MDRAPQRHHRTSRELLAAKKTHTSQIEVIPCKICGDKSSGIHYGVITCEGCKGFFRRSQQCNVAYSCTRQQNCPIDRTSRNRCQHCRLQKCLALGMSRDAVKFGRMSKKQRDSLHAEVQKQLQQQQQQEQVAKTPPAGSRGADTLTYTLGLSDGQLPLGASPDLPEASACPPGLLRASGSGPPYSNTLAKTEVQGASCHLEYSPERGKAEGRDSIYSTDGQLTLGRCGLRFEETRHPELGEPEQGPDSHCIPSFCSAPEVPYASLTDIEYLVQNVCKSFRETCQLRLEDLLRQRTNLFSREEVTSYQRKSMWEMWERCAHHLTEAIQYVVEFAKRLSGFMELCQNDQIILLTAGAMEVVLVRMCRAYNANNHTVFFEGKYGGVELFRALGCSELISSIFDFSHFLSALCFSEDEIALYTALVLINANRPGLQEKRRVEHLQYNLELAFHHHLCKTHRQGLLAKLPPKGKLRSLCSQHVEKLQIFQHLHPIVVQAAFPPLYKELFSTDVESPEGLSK
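Read-out: Photinus luciferase luminescence; inhibitors lower reporter signal. Insect Schneider cells with Gal4-ROR gamma fusion under metallothionein promoter, UAS reporter; 700 uM final copper sulfate induction, 20 hr, ambient temperature.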
Giardia killer – kills Giardia lamblia; Giardia lamblia trophozoite viability; activity change, % at 7.66 µM, hits read low; actives 0.15% (n = 340,000); in the data active = activity change below about -80%; inconclusive = between about -30% and that limit;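 also: parasites exposed to compound for two days anaerobically before the ATP read; % is scaled to controls: 0 for no effect and ±100 for the full control effect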
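Giardia trophozoites, 100 cells per well, were exposed to compounds for 48 hrs at 37 deg C under anaerobic conditions; viability was then read as ATP content by bioluminescence after 15-30 min at room temperature.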
p53 reactivation – re-activators of mutant p53; Potency, µM (top dose mostly 92.2 µM), without a hit: at the highest dose activity change, positive = activation, usual class: activators; actives 0.063% (n = 320,000); H1299 p53-A138V BP100-luciferase reporter, luminescence, 24 h; AID 504706; also: potency is read from the fitted curve at half-maximal effect; % of control where 0% means no effect; nearly all actives have a fitted effect of over 45% in size
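p53-null H1299 cells stably carrying temperature-sensitive p53-A138V and a BP100-luciferase reporter were pinned with compounds (4-point, 1:5 series) and held 24 hrs at 37 deg C. Luminescence was read 10 min after detection reagent.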
FLuc modulator – counter-screen for miR-21 project: firefly luciferase inhibitors or activators | P08659 | purified FLuc, Km substrates, luminescence inhibition | actives 6.9% (n = 360,000) | Potency, µM (top dose mostly 57.5 µM), without a hit: at the highest dose activity change, negative = inhibition, hits mostly inhibitors;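 also: potency is read from the fitted curve at half-maximal effect; plate controls were vehicle for no effect and reference inhibitor for full effect; nearly all actives have a fitted effect of over 55% in size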
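Purified P. pyralis luciferase, 10 nM final, with Km-level 10 uM D-luciferin and 10 uM ATP in 50 mM Tris acetate pH 7.5, 10 mM Mg acetate, 0.01% Tween-20, 0.05% BSA; 6-point qHTS titration about 60 µM downward; luminescence read.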
BRCA1 expr up – increases BRCA1 expression; MCF7-BRCA1-FFLuc reporter, luminescence, 48 h; response scale: scaled: vehicle 0%, 10 µM genistein 100%; Potency, µM (doses to about 46.1 µM), inactives show at the highest dose activation, most hits filed as activators; actives 1.1% (n = 380,000); AID 624202; also: potency is read from the fitted curve at half-maximal effect; nearly all actives have a fitted effect of over 80% in size; some results filed as inactive show a strong effect at the top dose
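Quantitative HTS in MCF7 cells stably reporting BRCA1 expression via firefly luciferase. Compound treatment lasts 48 h at 37 °C in phenol-red free MEM. Activation is expressed relative to genistein at 10 microM and DMSO.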
Rab9 prom act – activators of Rab9 promoter. Huh7 Rab9 promoter-luciferase reporter, luminescence, 24 h. Potency, µM (highest dose often 9.22 µM), without a hit: at the top dose activation, negative = inhibition, hits mostly activators. actives 2.8% (n = 320,000); also: potency is read from the fitted curve at half-maximal effect; % of control where 0% means no effect; nearly all actives have a fitted effect of over 60% in size
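Steps: seed 1500 Huh7 Rab9-luc cells per well, rest 2 h at 37 °C; add compound in DMSO; incubate 24 h; add luciferase reagent, 10 min ambient; read luminescence.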
Active calls of the source: *; ? = inconclusive; · = no result given; & = joins results of further samples; [ ] = remark or other dose. Unless noted, calls follow the shape of the dose curve; as a rule, active = well fitted curve in the direction sought with a large enough effect; inconclusive = small, poorly fitted or top-dose-only effect, or another doubt; inactive = no such curve, though single readings can be large; an effect the other way counts as inactive or inconclusive.

entry	structure	VP16 counter	ELG1 genotoxic	Menin-MLL TR inh	PKM2 activator	NPC1 promoter act	RORg inh
1	O=C(COC(=O)c1ccco1)Nc1nc2ccccc2s1	7%	10%	4%	-4%	-4%	18%
2	Cn1cccc1-c1cc(C(=O)N/N=C/c2ccc(Cl)cc2)[nH]n1	-1%	-2%	?	1%	3%	-8%
3	O=C(N/N=C/c1ccsc1)c1c[nH]c2ccccc12	-11%	16µM*	38%[activator]	-2%	3.5µM*	24%
4	O=C1CCOc2cc(OCc3ccccc3)ccc21	?	10µM*	2%	-20%	1µM*	?
5	COc1cc(S(=O)(=O)N2CCCCC2)ccc1NC(=O)Cc1ccccc1	6%	-10%	1%	-1%	0%	-1%
6	Cc1ccc2nc(C)c3c(c2c1)OC(C(C)(Cl)Br)C3 (configuration not stated)	-24%	-6%	?	1%	-2%	8%
7	CCC(C)c1c(O)nc(SCc2ccccc2)[nH]c1=O (configuration not stated)	?	·	0%	-7%	·	24%
8	CSCc1ccc(C(=O)NCCSc2ccc(Br)cc2)cc1	?	?	·	-9%	?	35%

entry	Giardia killer	p53 reactivation	FLuc modulator	BRCA1 expr up	Rab9 prom act
1	11	9%	?	29%	2%
2	0	0%	?	-51%	-3%
3	-21	21%	11µM*	85%	2.8µM*
4	-22	?	1.5µM*	?	1µM*
5	0	2%	-2%	-38%	3%
6	19	-2%	-9%	-20%	-15%
7	7	·	0%	2%	·
8	1	?	19µM*	?	?

Exported in transposed form: three of the compounds above
#2 Cn1cccc1-c1cc(C(=O)N/N=C/c2ccc(Cl)cc2)[nH]n1
#3 O=C(N/N=C/c1ccsc1)c1c[nH]c2ccccc12
#4 O=C1CCOc2cc(OCc3ccccc3)ccc21

Compound	2	3	4
VP16 counter	-1%	-11%	?
ELG1 genotoxic	-2%	16µM*	10µM*
Menin-MLL TR inh	?	38%[activator]	2%
PKM2 activator	1%	-2%	-20%
NPC1 promoter act	3%	3.5µM*	1µM*
RORg inh	-8%	24%	?
Giardia killer	0	-21	-22
p53 reactivation	0%	21%	?
FLuc modulator	?	11µM*	1.5µM*
BRCA1 expr up	-51%	85%	?
Rab9 prom act	-3%	2.8µM*	1µM*

Next section.
entry	structure	VP16 counter	ELG1 genotoxic	Menin-MLL TR inh	PKM2 activator	NPC1 promoter act	RORg inh
9	CC(=O)Nc1cccc(NC(=O)c2csc(C)c2)c1	-9%	2%	·	5%	-8%	-16%
10	CCc1ccc(-c2nc(CS(=O)CC(=O)NCCN3CCCCCC3)c(C)o2)cc1 (configuration not stated)	2%	1%[9.26 µM]	?	·	-3%	12%
11	Cn1c(Cn2nnc3ccccc32)nnc1SCC(=O)Nc1nccs1	?	-1%	-1%	0%	-2%	1%
12	CCN(CC)C(=O)CC(c1ccc(OC)cc1)c1c(O)cc(OC)cc1OC (configuration not stated)	1%&5%	4%	-10%	-3%	-3%	?
13	CCCc1cc(NCCCN2CCOCC2)n2c(nc3ccccc32)c1C#N	-16%	-6%	-10%	-2%	-8%	22%
14	Cc1ccccc1C(=O)NCCN=C1NS(=O)(=O)c2ccccc21	-5%	0%	6%[11.7 µM]	2%	-2%	?
15	COc1ccc(CN2CCN(Cc3ccco3)CC2)cc1	-4%	-4%	-12%	·	1%	-1%
16	CN1C(=O)N(C)C2(c3ccccc3)Nn3c(s/c(=C/c4ccccc4)c3=O)=NC12c1ccccc1 (configuration not stated)	-1%	-2%	4%	8%	0%	-7%

entry	Giardia killer	p53 reactivation	FLuc modulator	BRCA1 expr up	Rab9 prom act
9	-4	-4%	0%	0%	-7%
10	0	9%	?	34%	0%
11	-6	-2%	-2%	-13%	14%
12	4&6	-1%	2%	2%	-5%
13	-19	-5%	-3%	4%	0%
14	-27	-2%	0%	0%	3%
15	3	-3%	-3%	9%	0%[1.84 µM]
16	1	-2%	5%	0%	-1%

Only RORg inh (2 entries from above):
| cpd | canonical_smiles | RORg inh |
| --- | --- | --- |
| 15 | COc1ccc(CN2CCN(Cc3ccco3)CC2)cc1 | -1% |
| 16 | CN1C(=O)N(C)C2(c3ccccc3)Nn3c(s/c(=C/c4ccccc4)c3=O)=NC12c1ccccc1 (configuration not stated) | -7% |

(more compounds)
entry	structure	VP16 counter	ELG1 genotoxic	Menin-MLL TR inh	PKM2 activator	NPC1 promoter act	RORg inh
17	CC(=O)c1cccc(NC(=O)COC(=O)c2ccc3c(c2)OCCO3)c1	-2%	1%	4%	0%	-1%	?
18	O=C(O)c1cc(-c2cccc([N+](=O)[O-])c2)nc2ccccc12	0%	2%	·	-3%	1%	-4%
19	CCCN1CCN(C(=O)Cn2ncc3ccccc32)CC1	1%	1%	-5%	0%	0%	-12%
20	CC(C)NC(=O)COC(=O)c1cccc(NS(=O)(=O)/C=C/c2ccccc2)c1	3%	-3%	10%	-1%	-3%	?
21	CCS(=O)(=O)c1ccc(-c2csc(-c3ccccc3Cl)n2)c(Cl)c1Cl	3%[0.365 µM]	?	10%	-5%	6%	11%
22	COC(=O)c1ccc(NS(=O)(=O)c2cc3c4c(c2)C(C)C(=O)N4CCC3)cc1 (configuration not stated)	·	7%	·	·	-10%	·
23	CSc1nc(Cl)c(C#N)c(-c2ccc(C)cc2)n1	-10%	0%	-16%	-6%	2%	15%
24	CCOCC(=O)Nc1ccc(S(=O)(=O)Nc2nccs2)cc1	-7%	-4%	2%	1%[11.5 µM]	-3%	-14%

entry	Giardia killer	p53 reactivation	FLuc modulator	BRCA1 expr up	Rab9 prom act
17	0	-3%	-20%	-29%	-3%
18	-3	-2%	19µM*	43%	-3%
19	-2	2%	-2%	-11%	-4%
20	15	3%	-5%	-40%	-4%
21	1	14%	-19%	19%	2%
22	0	10%	-1%	-14%	-7%
23	-4	11%	3%	1%	-1%
24	21	-12%	1%	5%	9%

New compounds follow:
entry	structure	VP16 counter	ELG1 genotoxic	Menin-MLL TR inh	PKM2 activator	NPC1 promoter act	RORg inh
25	Cn1cccc1/C=N/NC(=O)c1ccccn1	1%	?	·	-38%	?	-4%
26	O=C(c1ccccn1)c1cc2ccccc2n1S(=O)(=O)c1ccccc1	5%	-3%	0%	-11%	10%	4%
27	CCOc1ccc(CCNC(=O)C2CCN(S(=O)(=O)N3CC(C)CC(C)C3)CC2)cc1OCC (configuration not stated)	6%	-1%	-6%	1%[0.46 µM]	-7%	1%
28	CSc1ccc(C#N)cc1NC(=O)c1cccnc1Cl	-2%	1%	-1%	0%	1%	-3%
29	Cc1c(NC(=O)CNCc2ccc3c(c2)OCO3)c(=O)n(-c2ccccc2)n1C	4%	-3%	·	2%	-2%	8%
30	C=CCSc1nnc(NC(=O)Cc2ccc(OC)c(OC)c2)s1	-3%	-2%	-6%	-1%	-4%	17%
31	O=[N+]([O-])c1ccccc1S(=O)(=O)N1CCN(Cc2ccccc2)CC1	4%	-6%	-2%	10%	0%	-13%[1.91 µM]
32	CC(=O)Oc1cc(OC(C)=O)c2c(C)cc(=O)oc2c1	1%	-7%	9%	2%	-5%	12%
33	CC(=O)c1ccc(N2CCN(S(=O)(=O)c3c(C)[nH]c(C)c3C(=O)N3CCCCC3)CC2)cc1	-2%	0%[9.26 µM]	4%	·	3%	6%
34	CCN(Cc1ccccc1)c1ccc(/C=N/NC(=S)NC(C)C)cc1	1.3µM*	-4%	0%	2%	-1%	1.3µM*
35	N=c1c2c(n(Cc3cccc(Cl)c3)c3c1CCC3)CCCC2	-15%	-4%	-5%	2%	-31%[inhibitor]	?

entry	Giardia killer	p53 reactivation	FLuc modulator	BRCA1 expr up	Rab9 prom act
25	1	17%	13µM*	10µM*	3.5µM*
26	-10	19%	-20%	2%	0%
27	43[activator]	-7%	3%	8%	-5%
28	-3	3%	4%	0%	2%
29	3	0%	-2%	-2%	-5%
30	-17	-2%	-3%	0%	0%
31	-4	·	0%	-4%	10%
32	-24	-3%	6%	-15%	-8%
33	-6	-2%	-5%	0%	-3%
34	24	13%	2%	-42%	-4%
35	5	-6%	1%	-76%	-24%

Not all compounds are listed (hit frequency here may not be typical).
